NPC1 prom act – qHTS Assay for NPC1 Promoter Activators; hit rate 2.4% among 320,000; Potency, µM (top dose mostly 9.22 µM), inactives show at the highest dose activation, most hits filed as activators; Huh7 NPC1 promoter luciferase reporter, 24 h;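 further: % of control where 0% means no effect; nearly all actives have a fitted effect of over 60% in size; reporter is driven by a mutant NPC1 promoter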
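Quantitative HTS used a cell-based reporter: Huh7 cells stably bearing the NPC1 promoter upstream of luciferase were treated with compounds for 24 h, and promoter activation was read as luminescence.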
FLuc counter – qHTS profiling assay for firefly luciferase inhibitor/activator using purifed enzyme and Km concentrations of substrates (counterscreen for miR-21 project). Luciferin 4-monooxygenase (Photinus pyralis), P08659. purified FLuc, Km substrates, luminescence inhibition. Potency, µM (highest dose often 57.5 µM), for the others: top-dose activity change, negative = inhibition, hits mostly inhibitors. hit rate 6.9% among 360,000;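 further: plate controls were vehicle for no effect and reference inhibitor for full effect; nearly all actives have a fitted effect of over 55% in size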
Target sequence (P08659 whole entry, looked up): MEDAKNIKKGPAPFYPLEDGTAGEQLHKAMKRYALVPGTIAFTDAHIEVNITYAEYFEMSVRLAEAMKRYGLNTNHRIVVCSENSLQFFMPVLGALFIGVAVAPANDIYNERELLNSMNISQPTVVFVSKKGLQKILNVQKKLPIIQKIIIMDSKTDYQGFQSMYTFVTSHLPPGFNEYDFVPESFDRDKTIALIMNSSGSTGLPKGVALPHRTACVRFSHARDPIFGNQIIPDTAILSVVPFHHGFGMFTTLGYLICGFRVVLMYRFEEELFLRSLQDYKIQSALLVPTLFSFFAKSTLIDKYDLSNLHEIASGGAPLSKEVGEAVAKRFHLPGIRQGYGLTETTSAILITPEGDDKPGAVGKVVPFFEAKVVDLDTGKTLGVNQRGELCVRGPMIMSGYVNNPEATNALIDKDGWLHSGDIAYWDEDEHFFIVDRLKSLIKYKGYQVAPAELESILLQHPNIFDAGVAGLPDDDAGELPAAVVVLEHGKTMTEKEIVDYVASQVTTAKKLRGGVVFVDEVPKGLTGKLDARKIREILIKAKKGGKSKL
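Purified P. pyralis luciferase (10nM final) with 10uM D-luciferin and 10uM ATP (Km levels) in 50mM Tris acetate pH 7.5, 10mM Mg acetate, 0.01% Tween-20, 0.05% BSA; qHTS 6-point titration, ~60 µM downward; luminescence read.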
BRCA1 expr up – qHTS Assay to Identify Small Molecule Activators of BRCA1 Expression; MCF7-BRCA1-FFLuc reporter, luminescence, 48 h; response scale: scaled: vehicle 0%, 10 µM genistein 100%; Potency, µM (top dose mostly 46.1 µM), without a hit: at the highest dose activation, most hits filed as activators; hit rate 1.1% among 380,000; AID 624202, 2012; further: nearly all actives have a fitted effect of over 80% in size; some results filed as inactive show a strong effect at the top dose
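Luminescence from a BRCA1-driven firefly luciferase in MCF7 cells was read after 48 h compound exposure at 37 C. Data normalized against DMSO and a 10microM genistein activation control, then curve-fitted across the titration.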
Rab9 prom act – qHTS Assay for Rab9 Promoter Activators | Huh7 Rab9 promoter-luciferase reporter, luminescence, 24 h | Potency, µM (series often up to 9.22 µM), without a hit: at the highest dose activation, negative = inhibition, actives largely listed as activators | hit rate 2.8% among 320,000; further: % of control where 0% means no effect; nearly all actives have a fitted effect of over 60% in size
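Measured in stably transfected Huh7 cells bearing a Rab9 promoter–luciferase construct: 24 h compound treatment at 37 °C, followed by luminescence detection.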
* hit, by the source's call. The call rests on the fitted dose curve; in most records, active means well fitted curve in the direction sought with a large enough effect; inconclusive means small, poorly fitted or top-dose-only effect, or another doubt; inactive means no such curve, though single readings can be large; an effect the other way counts as inactive or inconclusive. Potency means the concentration at half of the fitted maximal effect. The list is partial; count on the stated rates, not on these rows.

`CCCn1ccc2c(OCC(=O)Nc3ccc(OC)c(OC)c3)cccc2c1=O` gave FLuc counter inconclusive and BRCA1 expr up 0%.
COc1ccc(-c2nc(C)c(CCNC(=O)C(=O)Nc3ccccc3OC)s2)cc1 was read as FLuc counter -2% and BRCA1 expr up 4%.
For Cc1ccc(CNC(=O)CCCn2c(=O)c3ccccc3n(CC(=O)Nc3ccc(C)c(C)c3)c2=O)cc1 the results were FLuc counter 1% and BRCA1 expr up 19%.
`COc1cc(NC(=O)CCNS(=O)(=O)c2ccc3c(c2)CCN3C(=O)C2CC2)cc(OC)c1` gave FLuc counter -3% and BRCA1 expr up -5%.
Screening O=C(Nc1cc(-c2ccccc2F)nn1-c1ccccc1)c1ccccc1Br returned FLuc counter -14% and BRCA1 expr up 0%.
`CCOC(=O)CC(NC(=O)Cn1nnc(-c2ccc(Cl)cc2)n1)c1ccc(OC)cc1` (centres undefined) gave FLuc counter -1% and BRCA1 expr up 1%.
COc1ccc(-c2cc(C(F)(F)F)nc(NCCc3ccccc3)n2)cc1OC was read as FLuc counter -1% and BRCA1 expr up -6%.
Screening COc1ccc(Cn2c(C(=O)O)c(CNCc3ccc(C)o3)c3ccc(OC)cc32)cc1 returned FLuc counter -1% and BRCA1 expr up -30%.
For CCCCCNC(=O)C1CCC(Cn2c(=O)c3sccc3n(CC(=O)NCc3cccc(OC)c3OC)c2=O)CC1 (centres undefined) the results were FLuc counter -6% and BRCA1 expr up 15%.
For CC(=O)N1CCc2cc(Br)cc(S(=O)(=O)CCC(=O)N3CCN(c4ccccc4)CC3)c21 the results were FLuc counter 0% and BRCA1 expr up 5%.
`Cc1cc(Cl)ccc1NC(=O)CN1C(=O)CSc2ccc(S(=O)(=O)N(C)C)cc21` gave FLuc counter 3% and BRCA1 expr up 9%.
COc1ccc(NC(=O)CSc2ncc3c(n2)-c2cc(Cl)ccc2N(Cc2ccccc2F)S3(=O)=O)cc1 was read as FLuc counter 3% and BRCA1 expr up 2%.
For Cc1nn(-c2ccccc2)c(OC(=O)c2ccc(F)cc2)c1S(=O)(=O)c1ccccc1 the results were FLuc counter inconclusive and BRCA1 expr up 0%.
For COc1cccc(C2CC(=O)Nc3c2ccc(C)c3C)c1OC (centres undefined) the results were FLuc counter 4% and BRCA1 expr up 0%.
For Cc1cc(C)cc(N2C(=O)CS(=O)(=O)C23C(=O)N(Cc2ccc(F)cc2)c2ccc(C)cc23)c1 (centres undefined) the results were FLuc counter 3% and BRCA1 expr up 4%.
CCc1cccc(NC(=O)C(Cc2ccccc2)NS(=O)(=O)c2cccs2)c1 (centres undefined) was read as FLuc counter -17% and BRCA1 expr up -57%.
CCC1CCCCN1C(=O)CSc1nc(-c2ccc(OC)cc2)cc(C(F)(F)F)n1 (centres undefined) was read as FLuc counter -5% and BRCA1 expr up -21%.
COc1cc(-c2nc(Cn3nnc(C(=O)Nc4ccc(C)cc4C)c3C)c(C)o2)cc(OC)c1OC was read as FLuc counter -1% and BRCA1 expr up -13%.
Cc1[nH]c2ccccc2c1C1(O)C(=O)Nc2ccc(Cl)cc21 (centres undefined) was read as FLuc counter -8% and BRCA1 expr up 4%.
For O=C(CN1C(=O)CCc2cc(S(=O)(=O)N3CCOCC3)ccc21)Nc1cccc(C(F)(F)F)c1 the results were FLuc counter -10% and BRCA1 expr up -1%.

Molecules above with a Cl atom:
`CCOC(=O)CC(NC(=O)Cn1nnc(-c2ccc(Cl)cc2)n1)c1ccc(OC)cc1` (centres undefined) gave FLuc counter -1% and BRCA1 expr up 1%.
`Cc1cc(Cl)ccc1NC(=O)CN1C(=O)CSc2ccc(S(=O)(=O)N(C)C)cc21` gave FLuc counter 3% and BRCA1 expr up 9%.
COc1ccc(NC(=O)CSc2ncc3c(n2)-c2cc(Cl)ccc2N(Cc2ccccc2F)S3(=O)=O)cc1 was read as FLuc counter 3% and BRCA1 expr up 2%.
Cc1[nH]c2ccccc2c1C1(O)C(=O)Nc2ccc(Cl)cc21 (centres undefined) was read as FLuc counter -8% and BRCA1 expr up 4%.

(cont.)
`COc1cc(OC)cc(C(=O)Nc2ccc3nc4c(c(Nc5ccc(OC)c(OC)c5)c3c2)CCCC4)c1` gave FLuc counter -3% and BRCA1 expr up -49%.
Screening NC(=O)CSc1nc2ccc(NC(=O)COc3ccccc3Cl)cc2s1 returned FLuc counter -13% and BRCA1 expr up 10%.
`CC1=C(C(=O)Nc2cccnc2)C(c2ccc(F)cc2)n2nc(SCc3ccccc3F)nc2N1` (centres undefined) gave FLuc counter -1% and BRCA1 expr up 4%.
For Cc1ccc(NC(=O)CN2C(=O)CSc3ccc(S(=O)(=O)N(C)C)cc32)cc1C the results were FLuc counter inconclusive and BRCA1 expr up -3%.
COc1ccc(NC(=O)Cn2c(=O)c3cc(Cl)ccc3n3nncc23)cc1 was read as FLuc counter -6% and BRCA1 expr up 8%.
`CCn1cc(C(=O)NCc2ccccc2OC)c(=O)c2cc(S(=O)(=O)N3CCCCC3)ccc21` gave FLuc counter -6% and BRCA1 expr up -22%.
Screening CCCc1c(C(=O)OCC)nnc2c(-c3ccccc3)c(C)nn12 returned FLuc counter -3% and BRCA1 expr up 14%.
Screening COc1ccc(Cn2c(SCC(=O)NCc3ccc(Cl)cc3)nc3ccsc3c2=O)cc1 returned FLuc counter -1% and BRCA1 expr up -6%.
For CC1=C(C(=O)Nc2ccccc2)C(c2cccn2C)n2ncnc2N1 (centres undefined) the results were FLuc counter -2% and BRCA1 expr up -6%.
For CCc1ccccc1N(CC)C(=O)c1c(C)oc2ncn(C)c(=O)c12 the results were FLuc counter -6% and BRCA1 expr up 1%.
`CC1CCCN(S(=O)(=O)c2cc(C(=O)NCCc3ccccc3)n(C)c2)C1` (centres undefined) gave FLuc counter -7% and BRCA1 expr up -2%.
CCOC(=O)c1noc2ncnc(N3CCC(C)CC3)c12 was read as FLuc counter 5% and BRCA1 expr up 27%.
For Fc1ccc(CNc2nc(-c3ccc(Cl)cc3)cc(C(F)(F)F)n2)cc1 the results were FLuc counter -2% and BRCA1 expr up -5%.
COc1ccc2c(c1)c1c(c(=O)n(-c3ccccc3C)c(=O)n1CC(N)=O)n2C was read as FLuc counter 4% and BRCA1 expr up 0%.
For Cc1ccc(OCCSc2nc3ccc(NC(=O)COc4ccc(F)cc4)cc3s2)cc1 the results were FLuc counter -7% and BRCA1 expr up -7%.
Screening Cc1ccc(N2CCN(C(=O)c3noc4c3COc3ccc(C)cc3-4)CC2)c(C)c1 returned FLuc counter -3% and BRCA1 expr up 10%.
Screening COc1cc2nc(SCc3ccc(Cl)cc3)n3nc(CCn4nc(C)cc4C)nc3c2cc1OC returned FLuc counter 1% and BRCA1 expr up 4%.
`CCc1ccccc1NS(=O)(=O)c1cc(Br)cc2c1N(C(=O)C1CC1)CC2` gave FLuc counter -14% and BRCA1 expr up -48%.
For Cc1ccc(C)c(N2C(=O)N(Cc3c(F)cccc3Cl)c3ccccc3S2(=O)=O)c1 the results were FLuc counter 1% and BRCA1 expr up 3%.
For Cc1nc(-c2ccc(S(=O)(=O)Nc3ccc(OC(F)(F)F)cc3)cc2)co1 the results were FLuc counter -6% and BRCA1 expr up -12%.
Cc1ccc(NC(=O)C2CCN(c3cc(C)nc4c(-c5ccc(Cl)cc5)c(C)nn34)CC2)c(C)c1 was read as FLuc counter -2% and BRCA1 expr up 0%.
`COc1ccc(C(=O)Nc2ccc3nc(SCC(=O)N4CCc5ccccc54)sc3c2)cc1` gave FLuc counter inconclusive and BRCA1 expr up 0%.
`Cc1ccccc1OCC(=O)Nc1ccc(OCc2cc(=O)n3ccsc3n2)cc1` gave FLuc counter -1% and BRCA1 expr up 5%.
`O=C(Nc1cc(-c2nc3ccccc3o2)ccc1Cl)c1cc([N+](=O)[O-])ccc1N1CCOCC1` gave FLuc counter -12% and BRCA1 expr up 11%.
COc1ccc(C2c3c(-c4ccccc4)n[nH]c3C(=O)N2c2ccc(C(=O)O)cc2)c(OC)c1 (centres undefined) was read as FLuc counter inconclusive and BRCA1 expr up 5%.
`COc1ccc(CN(C)c2ccc(-c3nc(-c4ccccc4)no3)cc2[N+](=O)[O-])cc1` gave FLuc counter inconclusive and BRCA1 expr up 0%.
`O=c1c2sc3ccccc3c2n(Cc2cccc(C(F)(F)F)c2)c(=O)n1Cc1ccco1` gave FLuc counter 1% and BRCA1 expr up -3%.
Screening COc1ccccc1C(=O)NC1(C(F)(F)F)C(=O)Nc2c1c(=O)[nH]c(=O)n2-c1ccccc1 (centres undefined) returned FLuc counter -16% and BRCA1 expr up 1%.
`CCOC(=O)Cn1c(=O)n(CC2CCCO2)c2nc(-c3ccccc3Cl)nc(C(N)=O)c21` (centres undefined) gave FLuc counter 0% and BRCA1 expr up 9%.
`CC(C)(C)c1cc(C(C)(C)C)c2oc(=O)c(-c3nc4ccc(C(=O)O)cc4[nH]3)cc2c1` gave NPC1 prom act 0%, FLuc counter inconclusive and Rab9 prom act -2%.
`O=C(OCC#CCNc1nnc(-c2cccc3ccccc23)o1)c1cccs1` gave NPC1 prom act -2%, FLuc counter 3% and Rab9 prom act 2%.
For N#Cc1nc(-c2cccc3ccccc23)oc1NCC#CCOC(=O)c1cccs1 the results were NPC1 prom act -1%, FLuc counter -20% and Rab9 prom act 2%.
O=C(CSc1nc(-c2cccs2)nc2cc(=O)[nH]n12)Nc1ccccc1F was read as NPC1 prom act -4%, FLuc counter 4% and Rab9 prom act -2%.
Screening CC(=O)N[C@H](C(=O)N[C@@H](C)C(=O)N[C@H](C#N)CC(=O)O)C(C)C returned NPC1 prom act 0%, FLuc counter -1% and Rab9 prom act 2%.
`Cc1cccc(N(C)S(=O)(=O)c2nnc(NC(=O)C3CCCCC3)s2)c1` gave NPC1 prom act 0%, FLuc counter -1% and Rab9 prom act -1%.
COc1ccc2cc3c(N)nn(C(=O)c4ccc(OC)c(OC)c4)c3nc2c1 was read as NPC1 prom act 0%, FLuc counter -1% and Rab9 prom act -2%.
N#C/C(=C\c1ccc(-c2ccc(Cl)c(C(=O)O)c2)o1)c1nc2ccccc2[nH]1 was read as NPC1 prom act 8%, FLuc counter 6µM* and Rab9 prom act 15%.
`Oc1ccc(CNCc2ccc3c(c2)OCO3)c2cccnc12` gave NPC1 prom act 2%, FLuc counter -1% and Rab9 prom act -1%.
For O=S(=O)(c1ccc2c(c1)OCCO2)N1CCN(S(=O)(=O)c2ccc3c(c2)OCCO3)CC1 the results were NPC1 prom act 0.35µM*, FLuc counter 0.6µM* and Rab9 prom act 0.4µM*.
`Cc1ccccc1NS(=O)(=O)c1ccc2[nH]cc(C(=O)NCCc3ccccc3)c(=O)c2c1` gave NPC1 prom act 1%, FLuc counter inconclusive and Rab9 prom act -3%.
Cn1c2cc(Br)sc2c2cnn(Cc3ccc(F)cc3)c(=O)c21 was read as NPC1 prom act 1%, FLuc counter -1% and Rab9 prom act 3%.
For OCc1cn(Cc2ccc(O)c3ncccc23)cn1 the results were NPC1 prom act -1%, FLuc counter 0% and Rab9 prom act 5%.
`c1cncc(CNc2ncnc3ccc(-c4ccco4)cc23)c1` gave NPC1 prom act 1%, FLuc counter -6% and Rab9 prom act -1%.
Screening COc1cccc(NC(=O)Cn2cc(C(=O)c3ccc(C)cc3)c(=O)c3cc(OC)ccc32)c1 returned NPC1 prom act -1%, FLuc counter 3% and Rab9 prom act 1%.
`Cc1cc2c(s1)c1c(n2C)C(=O)N(Cc2ccccc2F)C1` gave NPC1 prom act 0%, FLuc counter -8% and Rab9 prom act 2%.
Screening Cc1ccc(CCNC(=O)c2c[nH]c3ccc(S(=O)(=O)Nc4ccc(C)cc4C)cc3c2=O)cc1 returned NPC1 prom act -4%, FLuc counter 7% and Rab9 prom act -3%.

Three records picked at random from the list so far, as already listed:
COc1ccc(NC(=O)CSc2ncc3c(n2)-c2cc(Cl)ccc2N(Cc2ccccc2F)S3(=O)=O)cc1 was read as FLuc counter 3% and BRCA1 expr up 2%.
`c1cncc(CNc2ncnc3ccc(-c4ccco4)cc23)c1` gave NPC1 prom act 1%, FLuc counter -6% and Rab9 prom act -1%.
`Cc1cccc(N(C)S(=O)(=O)c2nnc(NC(=O)C3CCCCC3)s2)c1` gave NPC1 prom act 0%, FLuc counter -1% and Rab9 prom act -1%.

High-throughput results deposited in PubChem by National Center for Advancing Translational Sciences (NCATS).
